ROMK primary – human ROMK K+ channel modulation, primary screen | P48048 | Tet-inducible ROMK, thallium flux fluorescence; actives lie on both sides | B-score at 10 µM | 130,000 compounds, 2% hits;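 active means signal ratio slope over the read window, or its plate-corrected B-score, at least 3 SD from the plate mean, either direction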;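 further: B-score of the F/F0 ratio slope over 7 to 12 s after thallium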
Target sequence (P48048 whole entry, looked up): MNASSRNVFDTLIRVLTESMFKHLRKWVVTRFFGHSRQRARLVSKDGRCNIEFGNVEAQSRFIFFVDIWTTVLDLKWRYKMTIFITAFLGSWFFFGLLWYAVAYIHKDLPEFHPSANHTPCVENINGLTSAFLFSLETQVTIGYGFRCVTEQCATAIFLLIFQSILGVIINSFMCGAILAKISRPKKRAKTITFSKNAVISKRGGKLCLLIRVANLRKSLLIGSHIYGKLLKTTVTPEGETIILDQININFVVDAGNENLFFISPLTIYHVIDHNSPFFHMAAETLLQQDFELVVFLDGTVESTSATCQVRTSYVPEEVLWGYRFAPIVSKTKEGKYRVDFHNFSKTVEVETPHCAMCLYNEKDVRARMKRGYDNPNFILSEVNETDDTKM
PPARg SRC2 recr – PPARgamma-driven SRC-2 recruitment agonism; 200,000 compounds, 0.34% hits; P37231; activation, % at 8 µM; PPARgamma LBD-SRC-2 recruitment, biochemical; in the data active means activation above about 22%;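 further: 0% = vehicle and 100% = reference agonist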
PMI act – increases human mannose-6-phosphate isomerase activity; P34949; purified human PMI, coupled resazurin fluorescence, 20 min; stronger effect = higher value; 1 = vehicle control, 0 substrate-free wells; activation factor at 20 µM; 190,000 compounds, 0.005% hits;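 active means activation factor of 2 or more at 20 µM, relative to plate controls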
Target sequence (P34949 whole entry, looked up): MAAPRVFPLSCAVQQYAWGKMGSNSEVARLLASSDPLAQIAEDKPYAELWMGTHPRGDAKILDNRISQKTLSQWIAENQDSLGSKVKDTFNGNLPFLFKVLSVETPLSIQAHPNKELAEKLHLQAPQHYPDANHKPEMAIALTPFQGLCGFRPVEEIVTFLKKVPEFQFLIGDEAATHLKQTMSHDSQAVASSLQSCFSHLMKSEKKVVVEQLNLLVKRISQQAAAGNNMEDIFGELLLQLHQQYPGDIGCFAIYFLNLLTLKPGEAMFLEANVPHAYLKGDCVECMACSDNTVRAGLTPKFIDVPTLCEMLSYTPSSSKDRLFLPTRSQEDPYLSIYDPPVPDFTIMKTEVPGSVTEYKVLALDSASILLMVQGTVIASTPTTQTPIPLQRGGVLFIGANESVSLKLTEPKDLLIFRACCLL
TR-FRET SRC-2 ct – flags TR-FRET format artefacts in PPARgamma SRC-2 recruitment agonist screen; TR-FRET artefact counter-screen; stronger effect = higher value; TR-FRET ratio at 8 µM; 200,000 compounds, 0.4% hits; in the data active means TR-FRET ratio above about 2000; further: inactives centre near 1500
Diaphorase inh – inhibits diaphorase or chemically oxidizes, flagging diaphorase assay artifacts | diaphorase resazurin-to-resorufin fluorescence, NADH, 16 min; bacterial (C. kluyveri) enzyme, not human | inhibition, % at 20 µM | 190,000 compounds, 0.69% hits | AID 1217;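 active means primary screen inhibition at 20 µM above a set limit, cut at about 50% in these data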;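 further: plate controls were DMSO with full reaction for no effect and wells lacking NADH for full effect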
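Test system: Clostridium kluyveri diaphorase enzyme / Quantity: diaphorase at 0.14 U/mL in enzyme working solution / Incubation: 16-min room-temperature incubation before reading / Benchmarks: NADH-free wells as positive control, DMSO-only neutral wells / Signal: resorufin fluorescence 544/590 nm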
PPARg SRC3 recr – agonists of human PPARgamma SRC-3 coactivator recruitment. P37231. biochemical PPARgamma/SRC-3 coactivator recruitment assay. activation, % at 8 µM. 200,000 compounds, 0.26% hits; in the data active means activation above about 23%;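 further: 0% = DMSO and 100% = reference agonist; some compounds past the cut are filed as inactive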
PMI act hi M6P – increases human PMI activity with near-saturating mannose 6-phosphate; P34949; coupled PMI enzyme assay, resazurin fluorescence, 20 min; stronger effect = higher value; 1 = untreated enzyme, 0 = substrate-free blank; activation factor at 20 µM; 190,000 compounds, 0.34% hits; AID 1216;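 active means activation factor of 2 or more at 20 µM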
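Test system: Human PMI in coupled enzyme assay | Input: 15 ng/mL PMI | Medium: HEPES-buffered pH 7.4 with magnesium and detergent | Compound: One concentration, 20 µM, in 1% DMSO | Incubation: Enzyme reaction with compound 20 min at room temperature | Detection: Diaphorase-driven resazurin-to-resorufin fluorescence, excitation 544, emission 590 nm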
S1P3 antagonist – blocks the human S1P3 receptor. Q99500. inhibition, % at 4.98 µM. 170,000 compounds, 0.27% hits. CHO S1P3 NFAT-BLA reporter, FRET fluorescence, antagonist mode;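 active means inhibition above the plate cutoff, the mean inhibition of test wells on that plate plus 3 SD, cut at about 28% in these data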;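 further: cells challenged with S1P at its EC80 of 0.8 µM; blue over green emission ratio from cleaved BLA substrate after 4 h stimulation; 0% = S1P-stimulated wells and 100% = unstimulated DMSO-only wells; some compounds past the cut are filed as inactive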
PPARg SRC-1 ag – agonists of human PPARgamma SRC-1 coactivator recruitment | PPARgamma-SRC-1 coactivator recruitment biochemical assay | activation, % at 8 µM | 200,000 compounds, 0.41% hits | AID 631; in the data active means activation above about 19%;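 further: 0% = DMSO and 100% = reference agonist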
Diaph act CS – diaphorase activation or chemical reduction counter-screen; activation factor at 20 µM; Diaphorase/resazurin coupled assay, resorufin fluorescence, 16 min; stronger effect = higher value; 1 = vehicle wells, 0 = NADH-free wells; 190,000 compounds, 0.005% hits;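 active means diaphorase activity raised at least twofold by the compound at 20 µM; inactive means activation factor below 2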
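Material: bacterial diaphorase enzyme (C. kluyveri); amount: enzyme 0.07 U/mL final; reagent: NADH substrate 0.114 mM plus resazurin dye 0.1 mM, final; doses: single compound dose of 20 µM, 1% DMSO final; timing: 16 min enzyme reaction, ambient temperature; measured by: fluorescence of resorufin, 544 nm excitation, 590 nm emission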
G6PDH counter – L. mesenteroides G6PDH inhibition counter-screen; Purified L. mesenteroides G6PDH, diaphorase/resazurin coupled fluorescence, 45 min; inhibition, % at 5 µM; 200,000 compounds, 0.12% hits; AID 1020; in the data active means inhibition above about 50%
Numbers without * were called inactive; / = not tested or not shown. An unsorted share of the library. About 3.3% of those tested had a hit in this group.

SMILES | ROMK primary | PPARg SRC2 recr | PMI act | TR-FRET SRC-2 ct | Diaphorase inh | PPARg SRC3 recr | PMI act hi M6P | S1P3 antagonist | PPARg SRC-1 ag | Diaph act CS | G6PDH counter
CC(C)CNS(=O)(=O)c1ccc(OCC(=O)Nc2ccc(F)cc2F)cc1 | 0.58 | -1 | 1 | 1531 | 3 | -1 | 1 | / | 3 | 1 | 3
Cc1ccc(CCNC(=O)C23CN(Cc4ccccc4)CC2C(c2ccc([N+](=O)[O-])cc2)=NO3)cc1 (stereo not given) | / | -9 | 1 | 1653 | -8 | -3 | 1.2 | / | -10 | 1.1 | 9
CCC(Sc1nc2ccsc2c(=O)n1-c1ccc(Cl)c(C)c1)C(=O)NCc1ccco1 (stereo not given) | 0.085 | 5 | 0.8 | 1714 | 27 | 2 | 0.9 | 0 | 6 | 0.7 | -2
O=C(CCN1C(=O)c2ccccc2C1=O)C1=NN[C@@H]2C(=O)N(c3cccc(F)c3)C(=O)[C@H]12 | -0.5 | 11 | 1 | 1642 | 11 | 2 | 1 | -11 | 9 | 0.9 | 2
CC1CCN(C(=O)CSc2nnc(-c3ccncc3)n2C)CC1 | / | 0 | 1.1 | 1513 | -13 | 4 | 1.1 | / | 5 | 1.1 | -1
C/C(N)=C(/C#N)C(=O)CSc1nnc(Cc2ccccc2F)n1N | 0.021 | -4 | 0.9 | 1415 | 8 | 11 | 1 | -25 | 3 | 0.9 | -2
CCOC(OCC)P(=O)(C(C)C)C(C)C | / | 2 | 0.9 | 1544 | 9 | 9 | 0.9 | 4 | 6 | 0.9 | 3
COc1ccc(-c2[nH]ncc2/C=N/NC(=O)c2cccc([N+](=O)[O-])c2)cc1OC | 0.00074 | 2 | 0.8 | 1459 | 16 | 4 | 0.9 | -17 | 2 | 0.8 | 13
COc1ccccc1N1CCN(C(=O)/C=C/c2c(Cl)nc3ccccn23)CC1 | 1.3 | 7 | 1 | 1652 | 9 | 2 | 1 | 2 | 8 | 0.9 | -3
O=C(c1cccn2c(=O)c3cc(Cl)ccc3nc12)N1CCN(Cc2ccc3c(c2)OCO3)CC1 | / | -5 | 1 | 1617 | 18 | 3 | 1 | / | 2 | 0.8 | -10
Cc1ccc(CN2C(=O)CCC2C(=O)NCC2CCCO2)cc1 (stereo not given) | / | 1 | 0.9 | 1634 | 16 | -2 | 0.9 | -56 | -4 | 0.8 | -6
COc1ccccc1N1CCN(C(=O)CCn2c(=O)[nH]c3ccsc3c2=O)CC1 | -0.14 | 7 | 1.1 | 1674 | 6 | 12 | 1.1 | / | -1 | 0.9 | -1
Cc1nnc(SCc2nc(N)nc(Nc3ccccc3)n2)s1 | / | 11 | 1 | 1391 | -11 | -7 | 1 | / | -1 | 1.1 | 5
COc1ccc(C(C)=O)cc1CSc1nnc(-c2ccc(Cl)cc2)n1-c1ccccc1 | / | 5 | 0.8 | 1531 | 27 | -6 | 0.8 | / | -1 | 0.7 | 1
COc1cccc(CNc2cccc3cccnc23)c1O | -2.2 | 3 | 0.9 | 1522 | 25 | 6 | 1.1 | / | 5 | 0.7 | 24
Cn1c(SCc2ccc(C#N)cc2)nnc1-c1ccccc1 | -0.53 | -5 | 1.1 | 1240 | 4 | -4 | 0.9 | 4 | 0 | 1 | 20
Cc1cc(C)n(-c2nnc(C)n2NS(C)(=O)=O)n1 | 0.02 | -9 | 0.9 | 1505 | 12 | 2 | 0.9 | -27 | 0 | 0.9 | -4
Cc1cc(C)n(CC(=O)c2ccc(Br)cc2)c(=O)c1C#N | / | 2 | 0.9 | 1543 | 21 | -1 | 0.9 | / | 1 | 0.8 | 3
Cn1c(=O)c2c(nc(N3CCN(Cc4ccccc4)CC3)n2CCCc2ccccc2)n(C)c1=O | / | 10 | 1 | 1620 | 4 | -5 | 1 | -10 | 14 | 1 | 12
CCOC(=O)C1(Cc2ccc(OC)cc2)CCN(C(=O)CN2CCOC2=O)CC1 | 1.1 | -4 | 1 | 1268 | 2 | 1 | 1 | -11 | -15 | 1 | 12
CCC1CCCCN1C(=O)CSc1nnc(-c2cccc(Cl)c2)o1 (stereo not given) | / | 5 | 0.8 | 1722 | 19 | 1 | 1 | -20 | 3 | 0.8 | -9
Cc1cc[n+](-c2nc3ccccc3nc2C(=C=[N-])C#N)cc1 | / | 11 | 0.8 | 1599 | 40 | 6 | 0.5 | / | 7 | 0.6 | 6
O=C(Nc1ccccc1)c1ccc(-c2ccccc2Cl)o1 | -0.26 | 8 | 1 | 1627 | 10 | 3 | 1 | 1 | 1 | 0.9 | 9
CN(C)CCNC(=O)CNC(=S)N(Cc1ccccc1)Cc1cccnc1 | 0.014 | 13 | 0.9 | 1632 | 10 | 2 | 1 | -6 | 4 | 0.9 | 4
Cc1nc2ccc(NC(=O)c3ccc(F)c(S(=O)(=O)N4CCOCC4)c3)cc2s1 | / | 0 | 0.9 | 1670 | 9 | 5 | 0.9 | / | 3 | 0.9 | 10
CCN(CC)CCCn1c(C)cc2c(c1=O)C(c1ccc(OC)c(OC)c1OC)C(C#N)=C(N)O2 (stereo not given) | 0.87 | -6 | 1 | 1504 | -12 | 2 | 1.1 | / | 4 | 1.1 | 12
Cc1cccc(N2CCN(C(=O)Cn3cccc3C(=O)c3ccccc3)CC2)c1C | -1.7 | 5 | 0.9 | 1568 | 26 | -1 | 0.9 | / | 0 | 0.7 | 1
COc1cccc(NC(=O)CSc2nnc(-c3ccc(C)cc3)o2)c1 | / | 4 | 1.1 | 1430 | -7 | -2 | 1 | 6 | 5 | 1.1 | -5
CCOC(=O)CC(=O)CSc1ccc2nnc(-c3ccc(F)cc3)n2n1 | 0.97 | -14 | 1 | 1463 | 17 | -9 | 1.1 | -6 | 6 | 0.8 | 0
CS(=O)(=O)N(CC(=O)NCc1ccncc1)c1ccc(Cl)c(Cl)c1 | / | -1 | 0.9 | 1480 | 8 | -2 | 0.9 | / | 1 | 0.9 | 15
CC(C)c1nnc(NC(=O)CCC(=O)NCc2cccs2)s1 | -0.47 | 7 | 1.1 | 1434 | 8 | 0 | 1 | / | -1 | 0.9 | 7
CCC(C)NS(=O)(=O)c1ccc(S(=O)(=O)N(CC(=O)Nc2ccccc2)Cc2ccco2)cc1 (stereo not given) | 0.6 | 14 | 1 | 1614 | 2 | 12 | 1 | / | 4 | 1 | 8
NS(=O)(=O)c1ccc(NC(=S)NC(=O)/C=C/c2ccco2)cc1 | / | 3 | 1 | 1619 | 21 | 4 | 0.9 | -9 | -1 | 0.8 | 3
FC(F)(F)c1cccc(CNc2ncccc2-c2nc3cc(Cl)ccc3o2)c1 | 0.58 | 10 | 0.9 | 1551 | 8 | 13 | 0.9 | / | 5 | 0.9 | 18
CN=C1c2cc3cc(OC)ccc3n2CCN1Cc1ccccc1 | -1.2 | 1 | 1.1 | 1452 | -9 | 5 | 1.4 | / | 5 | 1.1 | 0
CC(C)C(=O)Nc1ccc(C(=O)Nc2nnc(C(C)(C)C)s2)cc1 | -0.062 | -2 | 1 | 1532 | 5 | -4 | 1 | 7 | -5 | 0.9 | 3
Cc1cccc(OCCCCCn2ccnc2)c1C | / | 10 | 0.9 | 1677 | 4 | 13 | 0.9 | -7 | 14 | 1 | 5
CN(C(=O)c1ccco1)c1nnc(C23CC4CC(CC(C4)C2)C3)s1 | / | -1 | 0.9 | 1403 | 4 | -1 | 0.9 | -23 | 0 | 1 | -5
Cc1ccc(NCC(=O)N/N=C/c2cc3ccccc3nc2Cl)cc1 | 0.77 | 2 | 0.6 | 1579 | 35 | 8 | 0.4 | / | -3 | 0.7 | -2
O=C(/C=C/c1cccc([N+](=O)[O-])c1)NCc1ccco1 | / | 7 | 1 | 1643 | 18 | 0 | 1 | 12 | -2 | 0.8 | 10
COc1ccc(-c2nc(N)n(C(=O)Cc3ccccc3)n2)cc1 | -0.41 | 9 | 1 | 1493 | 6 | 7 | 1 | / | 5 | 0.9 | 9
COc1ccc(C2C=C(C)Nc3nc4ccccc4n32)cc1 (stereo not given) | 0.05 | 3 | 1.1 | 1537 | 12 | 1 | 1 | -10 | -4 | 0.9 | 14
O=C(c1c(Cl)cccc1Cl)N1CCCCCC1 | 0.86 | 2 | 1 | 1400 | 10 | -4 | 1 | / | -2 | 0.9 | 7
CC1(C)CC(=O)C=C(NC2CCCCCC2)C1 | / | -3 | 1 | 1510 | 14 | 1 | 1 | -13 | 0 | 0.9 | 6
CC(=O)N/N=C/c1cc(C(C)(C)C)cc(/C=N/NC(C)=O)c1O | -3* | -3 | / | 1732 | / | 2 | / | 11 | -1 | / | 11

3 of the entries above in order of the ROMK primary value, descending.
molecule,ROMK primary
CCC(C)NS(=O)(=O)c1ccc(S(=O)(=O)N(CC(=O)Nc2ccccc2)Cc2ccco2)cc1 (stereo not given),0.6
FC(F)(F)c1cccc(CNc2ncccc2-c2nc3cc(Cl)ccc3o2)c1,0.58
CC(=O)N/N=C/c1cc(C(C)(C)C)cc(/C=N/NC(C)=O)c1O,-3*

Next section.
SMILES | ROMK primary | PPARg SRC2 recr | PMI act | TR-FRET SRC-2 ct | Diaphorase inh | PPARg SRC3 recr | PMI act hi M6P | S1P3 antagonist | PPARg SRC-1 ag | Diaph act CS | G6PDH counter
COC(=O)C1=C(C)Nc2nnnn2C1c1cccs1 (stereo not given) | / | 4 | 0.9 | 1351 | -4 | 0 | 1 | -14 | 5 | 1 | 0
COc1ccccc1Nc1nnc(SCC(=O)N2CCCC2)s1 | / | 8 | 1 | 1625 | 9 | 11 | 1 | -22 | -3 | 0.9 | 6
COC(=O)CSc1nnc(CNC(=O)c2ccc(S(=O)(=O)N3CCOCC3)cc2)n1C | 0.76 | 1 | 1.2 | 1519 | -4 | -1 | 1.1 | -13 | -1 | 1 | 10
Cc1ccc(-c2nc3ccccc3c(=O)n2NC(=O)COc2ccccc2)cc1 | 0.82 | 2 | 0.9 | 1396 | 15 | -3 | 1 | -1 | 0 | 0.9 | 0
CCCC1Cc2c(sc(N)c2C#N)CO1 (stereo not given) | 0.088 | 5 | 1 | 1564 | 7 | 2 | 1 | -10 | -2 | 0.9 | 0
O=C(c1cccnc1)N1CCN(c2ccc([N+](=O)[O-])cc2Cl)CC1 | / | 6 | 0.9 | 1591 | 13 | -1 | 1 | 6 | 9 | 0.9 | 1

Screening results as filed in PubChem.
